DNA FID counter = compounds displacing fluorescent DNA intercalator, primary screen, artefact control for HCV NS3 helicase inhibitor project, biochemical, FID fluorescence | AID 1845, 2009 | DNA fluorescent intercalator displacement | inhibition, % at 7.9 µM | actives 0.17% (n = 290,000); in the data active = inhibition above about 37%;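 also: 0% = vehicle and 100% = reference compound; higher means more ethidium bromide displaced from hairpin DNA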
PHOSPHO1 block = PubChem AID 1565; actives 1.1% (n = 290,000); recombinant PHOSPHO1, absorbance phosphatase assay; inhibition, % at 13.3 µM; Phosphoethanolamine/phosphocholine phosphatase (Homo sapiens), Q8TCT1; in the data active = inhibition above about 60%
Target sequence (Q8TCT1 whole entry, looked up): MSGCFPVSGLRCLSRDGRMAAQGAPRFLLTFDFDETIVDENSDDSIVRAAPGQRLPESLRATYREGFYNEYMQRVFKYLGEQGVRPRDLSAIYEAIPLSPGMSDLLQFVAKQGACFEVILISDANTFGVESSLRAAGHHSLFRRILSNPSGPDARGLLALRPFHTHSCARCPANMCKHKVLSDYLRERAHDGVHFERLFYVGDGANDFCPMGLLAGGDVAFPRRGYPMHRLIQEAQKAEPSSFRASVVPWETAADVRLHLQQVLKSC
GPR7 antagonist = GPR7 receptor antagonists, primary screen, cell-based, fluorescence, single concentration; AID 1861, 2009; Neuropeptides B/W receptor type 1 (Homo sapiens), P48145; inhibition, % at 4.4 µM; actives 1.1% (n = 290,000); GPR7-expressing cells, fluorescence antagonist assay; in the data active = inhibition above about 16%, passing the limit was not always enough;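 also: cells stimulated with the agonist NPW; 0% = agonist with vehicle and 100% = vehicle without agonist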
PfM18AAP inh = PfM18AAP inhibitors, malaria aminopeptidase, primary screen, biochemical, QFRET, recombinant enzyme | M18 aspartyl aminopeptidase (Plasmodium falciparum 3D7) | H-Glu-NHMec fluorogenic cleavage | inhibition, % at 7.35 µM | actives 1.2% (n = 290,000) | AID 1822, 2009;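 active = inhibition above the campaign mean inhibition over all tested compounds plus 3 SD, cut at about 28% in these data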;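 also: 0% = plate median of test compound wells and 100% = 2 mM ZnCl2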
MEKK2wt PB1 HTS = modulators of MEK5 binding to wildtype MEKK2, primary screen, biochemical, multiplex bead flow cytometry, Alexa488-MEK5. binding response (% of control), % at 10 µM. Mitogen-activated protein kinase kinase kinase 2 (Homo sapiens), Q9Y2U5. Alexa488-MEK5 binding to MEKK2 WT; actives lie on both sides. AID 1531, 2009. actives 1.1% (n = 290,000); in the data active = binding response below about 67% or above about 130%
MEKK3 PB1 HTS = modulators of MEKK3-MEK5 PB1 binding, primary screen, biochemical, wildtype MEKK3, multiplex bead flow cytometry, Alexa488-MEK5 | actives 1.4% (n = 290,000) | bead-based flow cytometry, Alexa488-MEK5 binding to MEKK3; actives lie on both sides; 0 = blocked by unlabeled MEK5, 100 = vehicle | AID 1529, 2009 | Mitogen-activated protein kinase kinase kinase 3 (Homo sapiens), Q99759 | binding response (% of control), % at 10 µM;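 active = binding response more than 3 SD above or below the average of its plate-row segment, actives on both sides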;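 also: Alexa488 bead fluorescence after subtracting the streptavidin-only scavenger bead signal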
Target sequence (Q99759 whole entry, looked up): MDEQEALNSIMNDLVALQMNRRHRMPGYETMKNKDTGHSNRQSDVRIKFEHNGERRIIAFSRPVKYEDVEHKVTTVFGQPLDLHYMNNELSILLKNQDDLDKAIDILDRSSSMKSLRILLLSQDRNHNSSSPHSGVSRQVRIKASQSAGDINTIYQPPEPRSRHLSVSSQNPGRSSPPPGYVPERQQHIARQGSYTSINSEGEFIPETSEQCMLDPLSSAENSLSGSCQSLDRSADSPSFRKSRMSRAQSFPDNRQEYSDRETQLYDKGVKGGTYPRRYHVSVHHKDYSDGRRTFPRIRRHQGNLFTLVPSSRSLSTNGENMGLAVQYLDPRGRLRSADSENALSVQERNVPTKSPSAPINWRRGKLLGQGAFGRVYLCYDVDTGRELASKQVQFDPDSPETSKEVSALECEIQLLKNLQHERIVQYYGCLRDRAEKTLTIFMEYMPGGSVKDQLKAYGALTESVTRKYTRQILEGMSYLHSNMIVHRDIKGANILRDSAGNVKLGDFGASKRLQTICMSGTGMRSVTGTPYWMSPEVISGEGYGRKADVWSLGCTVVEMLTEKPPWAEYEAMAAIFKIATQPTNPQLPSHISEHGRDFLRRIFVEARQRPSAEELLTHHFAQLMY
NALP1 inh = NALP1 inflammasome inhibitors in reconstituted yeast, colorimetric, S. cerevisiae, triplicate retest. actives 0.61% (n = 280,000). inhibition, % at 10 µM. AID 2071, 2009. S. cerevisiae NALP1/ASC/caspase-1 growth, X-gal OD620, 72 h; in the data active = inhibition mostly above about 24%, no sharp cut-off; inactive = mostly below about 32%; also: some compounds called inactive have numbers as strong as hits
MEKK2mut PB1 HTS = MEK5 binding signal on mutant MEKK2 PB1, primary screen, biochemical, multiplex bead flow cytometry, Alexa488-MEK5. Alexa488-MEK5 binding to MEKK2 mutant. percent response, % at 10 µM. actives 0.35% (n = 290,000). AID 1530, 2009; in the data active = percent response above about 24%, passing the limit was not always enough; also: inactives centre near 1; some results filed as inactive read as strong as hits; reference of the scale not given here
OXTR agonist = human OXTR agonists, primary screen, fluorescence, CHO-OTR cells, Fluo-8 calcium; actives 0.32% (n = 320,000); activation, % at 3 µM; Oxytocin receptor (Homo sapiens), P30559; Fluo-8 calcium fluorescence; normalized: DMSO 0%, oxytocin 100%;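 active = activation above the mean of all tested compounds plus 3 SD, cutoff set per screening run, cut at about 20% in these data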;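 also: peak over basal fluorescence ratio from a 100 s FLIPR kinetic read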
Numbers without * were called inactive; x = not tested or not shown; [ ] = remark or other dose. Hits appear at their usual frequency; overall some 6.2% were active at least once.

Start of the data: the first 2 records (preview)
SMILES	DNA FID counter	PHOSPHO1 block	GPR7 antagonist	PfM18AAP inh	MEKK2wt PB1 HTS	MEKK3 PB1 HTS	NALP1 inh	MEKK2mut PB1 HTS	OXTR agonist
C=CCNC(=S)NN=C1CCC(c2ccccc2)CC1 (stereo not given)	-12	10	5	11	99	102	15	-2	-0.6
CC(=O)OCC(=O)Nc1ccccc1OC(F)F	1	24	-7	1	96	101	13	-7	-0.3

The listing, from the first entry:
SMILES	DNA FID counter	PHOSPHO1 block	GPR7 antagonist	PfM18AAP inh	MEKK2wt PB1 HTS	MEKK3 PB1 HTS	NALP1 inh	MEKK2mut PB1 HTS	OXTR agonist
C=CCNC(=S)NN=C1CCC(c2ccccc2)CC1 (stereo not given)	-12	10	5	11	99	102	15	-2	-0.6
CC(=O)OCC(=O)Nc1ccccc1OC(F)F	1	24	-7	1	96	101	13	-7	-0.3
COc1ccc(N(CC(=O)NC2CCCCCC2)S(=O)(=O)c2c(C)nn(C)c2C)cc1	-18	7	-7	-17	99	101	1	-4	0.1
C/C(=N\NC(=S)Nc1ccc(C)c(C)c1)c1ccc(N2CCOCC2)cc1	-7	-9	3	10	101	95	3	1	0.6
CC(=O)C1C(=O)C=C(c2ccco2)CC1c1ccccc1 (stereo not given)	-11	19	-6	15	106	104	16	7	-2.2
COC(=O)c1c(NC(=O)C2CC(=O)NN2Cc2ccccc2)sc(C)c1C (stereo not given)	-36	38	-2	-8	98	98	-6	-3	-2.3
COc1cccc(/C=N/n2c(N)c(S(=O)(=O)c3cccs3)c3nc4ccccc4nc32)c1	-4	6	10	0	91	98	11	-2	0.9
O=C(C1CCCO1)N1CCN(C(=S)Nc2ccc(Cl)cc2)CC1 (stereo not given)	-5	-17	-4	5	104	105	3	-1	-0.9
Cc1ccc(C(C[N+](=O)[O-])c2c(C)[nH]n(-c3ccccc3)c2=O)cc1 (stereo not given)	-1	-11	-7	25	102	102	105*	3	-0.7
O=C1SC(Cc2ccccc2)C(=O)N1c1ccccc1 (stereo not given)	-9	32	7	-3	102	102	x	8	-2.1
O=C(NNc1nc2cc3c(cc2s1)OCO3)c1ccc(F)cc1	9	6	-6	42*	77	80	25	-7	1.3
O=C(CN1CCCCCC1)Nc1ccccc1	6	7	-7	-3	106	108	-3	1	-0.2
O=C(NCc1nc2ccccc2[nH]1)C1=C[C@H](C2CCCCC2)C[C@H](OCCCCO)O1	x	x	x	x	103	103	x	2	-2.1
CC1(C)CC(NC(=O)C(=O)NCCc2ccc(Cl)cc2)CC(C)(C)N1	9	33	-11	0	104	98	-13	5	-0.5
Cc1cc(C)nc(/N=C(\N)Nc2ccc(S(=O)(=O)Nc3nc(C)cc(C)n3)cc2)n1	-4	58	-14	5	101	101	-2	4	1.0
COc1ccc(C2=NS(=O)(=O)N(C)C(C(=O)N(C)Cc3ccccc3)=C2)cc1	-31	7	7	2	97	101	-3	2	3.5
Cc1ccc([N+](=O)[O-])cc1NC(=O)C(C)Sc1nnc(C)n1CC1CCCO1 (stereo not given)	-11	18	2	5	100	100	12	1	0.1
COc1ccc(CCN2CC(C(=O)NC3CCCCC3)CC2=O)cc1OC (stereo not given)	-15	4	-4	-3	102	99	7	-2	-0.2
Cc1cc(C(=O)COC(=O)c2ccc[nH]c2=O)c(C)n1-c1ccccc1	-9	0	-7	10	96	98	49	-2	-1.1
COc1ccc(N(C(=O)CNC(=O)c2cccs2)C(C(=O)NCC2CCCO2)c2ccccc2)cc1 (stereo not given)	-28	41	-9	-12	6.0*[inhibitor]	5.0*[inhibitor]	1	-19	-1.4
COc1ccc(-c2cc(C(F)(F)F)n3ncc(C(=O)NCC4CCCO4)c3n2)cc1 (stereo not given)	-2	-4	10	-3	102	98	9	19	x
Cc1ccccc1NC(=S)N/N=C/C(C)c1ccccc1 (stereo not given)	-22	-7	-11	27	92	98	-12	-10	-0.9
C#CCSc1nnc(-c2cc3c(C(F)(F)F)nn(C)c3s2)n1C	-11	3	-13	-7	101	95	9	2	-0.8
O=C(COc1ccc(C(=O)c2ccccc2)cc1)Nc1ncccc1O	-14	10	-6	11	105	102	13	3	4.1
Cc1cccc(-c2nnc3n2N=C(c2ccc(Br)cc2)CS3)c1	x	16	x	x	94	101	-9	3	-0.1
O=C(NCC1CCCO1)c1ccccc1NC(=O)c1cccc2ccccc12 (stereo not given)	-18	4	-2	-6	94	95	13	-8	-1.3
CC(Nc1cc(C)cc(C)c1)=[N+](C)CCNS(=O)(=O)c1ccc(Cl)cc1	4	14	-3	-3	124	108	1	12	0.3
O=C(COc1ccccc1)Nc1ccc(S(=O)(=O)N2CCCC2)cc1	-15	13	17*	7	110	111	-4	4	0.7
N#CC(C(=O)CCN1C(=O)C2CC=CCC2C1=O)c1nc2ccccc2[nH]1 (stereo not given)	-11	9	1	2	98	96	11	0	1.0
CC1(C)OC(=O)C2(Cc3ccccc3N3CCCCC32)C(=O)O1 (stereo not given)	7	-2	-11	29*	102	106	14	-1	0.2
Cc1cc(C)nc(N2CCN(S(=O)(=O)c3ccc(F)cc3)CC2)n1	-32	x	0	-9	106	102	5	1	-2.6
O=C(CCN1CCOCC1)N1CCCC(Nc2ccc(F)cc2)C1 (stereo not given)	-2	12	0	5	100	105	19	3	0.9
Cc1ccc(CNC(=O)C(=O)NCC2OCCN2C(=O)c2cccs2)cc1 (stereo not given)	-5	-15	3	-4	103	135*	30	0	-2.7
Fc1ccccc1Nc1nc(Cl)nc(Cl)n1	3	14	-4	-11	97	101	7	1	-0.7
CC(C)Cc1oc(C(=O)O)cc1CN	-1	12	-2	2	104	106	-10	1	-0.8
COc1cccc(-c2nnc(-c3ccco3)o2)c1	-3	1	-1	-5	106	105	30	1	-0.9

Reprinted from the part before: 2 entries, followed by the next part.
SMILES	DNA FID counter	PHOSPHO1 block	GPR7 antagonist	PfM18AAP inh	MEKK2wt PB1 HTS	MEKK3 PB1 HTS	NALP1 inh	MEKK2mut PB1 HTS	OXTR agonist
CC(C)Cc1oc(C(=O)O)cc1CN	-1	12	-2	2	104	106	-10	1	-0.8
COc1cccc(-c2nnc(-c3ccco3)o2)c1	-3	1	-1	-5	106	105	30	1	-0.9
CCCOc1cccc(CN2CCCCC2c2cccnc2)c1 (stereo not given)	-7	-14	-15	-6	102	101	-75	3	-2.6
CCSCCc1nnc(NC(=O)Nc2cccc(C(F)(F)F)c2)s1	-8	9	3	-11	110	101	x	14	9.0
COc1ccc(/C=C/C(=O)OCC(=O)NC(=O)NC(C)(C)C)cc1	-21	16	-19	-2	93	98	0	-6	-2.8
COc1ccc(/C=C2/S/C(=N/S(=O)(=O)Cc3ccccc3)NC2=O)cc1OC	-26	8	-13	-12	74	77	-24	-8	0.8
CCOc1c2ccc(C(=O)N[C@H](C)C3CCCCC3)cc2nn1CC	-27	-15	-11	2	104	108	-3	5	-1.1
N=c1n(N)c2ccccc2n1CC(=O)c1ccc(Br)cc1	17	3	-4	0	115	101	-14	8	-0.2
CCOC(=O)c1c(NC(C)=O)sc2c(OCC(O)CN(CC)CC)c(Br)ccc12 (stereo not given)	16	30	4	-15	121	101	6	20	1.1
CCOc1ccc(C(C)=O)cc1NC(=O)/C=C\C(=O)O	4	37	-4	-5	103	103	-1	9	0.0
CCOC(=O)C1(Cc2ccccc2)CCN(C2Cc3ccccc3C2)CC1	5	45	-2	9	98	98	7	-7	-0.3
Cc1cc(-c2ccccc2)nc(=O)[nH]1	-5	15	-9	0	117	130*	-12	3	1.9
CN(CC(=O)Nc1ccc(F)cc1)C(=O)CN1C(=O)NC2(CCCc3ccccc32)C1=O (stereo not given)	-18	17	-6	-1	98	95	10	3	-0.8
CC(=O)c1ccc(NC(=O)C(C)NCc2ccc(Cl)cc2)cc1 (stereo not given)	-9	25	8	-12	107	109	-5	-1	0.7
CC(=O)Cc1nnn(-c2cc(C)on2)n1	1	25	-4	-7	101	101	10	-3	0.3
CCOC(=O)C(CC(=O)c1ccccc1)CC(=O)c1ccccc1	-32	31	8	-15	101	103	5	6	x
O=[N+]([O-])c1ccc(C(O)CN2CCN(c3ccccc3)CC2)cc1 (stereo not given)	0	33	10	-6	105	103	15	3	1.4
CCOc1cccc(-c2c(C(=O)N/N=C/c3ccc(C)o3)nnn2-c2nonc2N)c1	-32	-31	2	5	106	103	10	1	2.5
O=c1[nH]nc(-c2cccs2)c2ccccc12	-3	20	-6	4	99	98	-3	2	-0.1
COc1cc(/C=N/NC(=O)/C(=C/c2ccccc2)CCO)ccc1O	-22	2	-8	5	119	102	x	11	-0.1
CCC1Oc2ccc(C)cc2N(CC(=O)N(Cc2cccnc2)Cc2ccc(C)o2)C1=O (stereo not given)	-36	14	-10	-121	97	96	-5	-4	-2.0
CCc1[nH]nc2c1C(c1ccncc1)C(C#N)=C(N)O2 (stereo not given)	3	-11	8	3	100	103	x	1	1.2
Cc1nn(-c2ccccc2)c(C)c1C(=O)NCCc1ccc(Cl)cc1	-44	15	-3	-3	107	104	7	15	-1.4
Cc1cccc(CCNS(=O)(=O)c2ccc3c(c2)CCN3C(=O)CCC(=O)O)c1	-42	58	-7	6	101	102	5	2	0.1
Clc1ccc(CN(Cc2ccc(Cl)cc2)c2nn[nH]n2)cc1	-19	8	26*	-4	112	116	7	1	7.1
O=Cc1cn(CC(=O)N2CCCCC2)c2ccccc12	-5	-3	-5	0	99	102	28	0	0.2
Cc1ccc(S(=O)(=O)N2CCN(C(=O)C3=COCCO3)CC2)cc1C	-16	15	11	-4	106	104	-8	0	-0.8
COc1cccc(Sc2ccccc2CN(C)C)c1	5	15	-1	-1	118	109	x	17	0.0
CCCCCCn1c(SCC(=O)OC)nc2c1c(=O)[nH]c(=O)n2C	-21	83*	0	48*	100	96	19	3	-0.8
O=c1cc(-c2ccco2)oc2ccc(Cl)cc12	0	0	-10	1	106	102	16	4	x
COc1cccc(CNS(=O)(=O)c2ccc(-n3cnnn3)c(C)c2)c1	-4	46	12	-10	98	101	15	1	1.5
C/C(=N\NC(=O)COc1c(C)cccc1C)c1cccs1	-1	37	4	6	98	102	-3	0	-1.6
N#Cc1ccsc1NC(=O)CCN1CCN(C(c2ccccc2)c2ccccc2)CC1	0	18	-31	-1	102	103	20	-1	-1.1
COCCn1c(SCC(=O)NCC2CCCO2)nc2c([nH]c3ccccc32)c1=O (stereo not given)	-23	52	-6	5	109	103	-1	9	-0.6
Cc1cccc(NC(=O)C2CCN(S(=O)(=O)c3cccc4cccnc34)CC2)c1	x	13	x	x	95	98	1	0	0.7
Cc1cccc(N2C(=O)CC(n3ccnc3)C2=O)c1C (stereo not given)	-4	-16	-21	-10	96	95	9	1	0.8
Cc1ccc(C)c(CN2CCC(CNC(=O)CCc3nnc4ccc(N5CCCCC5)nn34)CC2)c1	13	7	-7	-8	119	103	3	15	-2.2
Cc1onc(-c2ccccc2Cl)c1C(=O)Nc1nnc(-c2cccc([N+](=O)[O-])c2)s1	-3	14	-16	-6	112	116	13	11	8.3

Bioassay records deposited in PubChem BioAssay by several laboratories.
